Assay outcomes from PubChem BioAssay.
RSV CPE inhibition: inhibition of RSV-induced cytopathic effect – HEp-2 cells, primary 10 µM value included (AID 2391). HEp-2 cells, RSV-induced CPE inhibition; higher % means a stronger effect. CPE inhibition, % at 10 µM; hits with a dose series show IC50 in µM. 0.13% of 310,000 active; in the data active means a potency from the dose series; inconclusive means CPE inhibition mostly from about 23% at the one dose, without a potency; inactive means the rest, 99 in 100 with CPE inhibition below about 21%; further: strong numbers were not always called active
Myeloid diff 2: myeloid differentiation induction; ER-HoxA9 myeloid progenitors, lysozyme-GFP differentiation, flow cytometry; calls only at 10 µM; 1% of 360,000 active;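 active means normalized GFP-positive differentiation at or above the plate's own cutoff, the solvent-only control mean plus 3 SD; inconclusive means no clear call, values can overlap the other calls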;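 further: cells exposed to compound for four days before flow analysis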
SV40 large T antigen: TAg ATPase/helicase activity blockers – biochemical (AID 1903); SV40 large T antigen ATPase/helicase inhibition assay; higher % means a stronger effect; inhibition, % at 20 µM, or IC50 in µM where a hit was titrated; 0.39% of 310,000 active; in the data active means a potency from the dose series; inconclusive means inhibition mostly from about 32% at the one dose, without a potency; inactive means the rest, 99 in 100 with inhibition below about 32%; further: strong numbers were not always called active
NTR1 ag: NTR1-driven beta-arrestin-GFP spot formation – imaging, U2OS cells, high content, primary screen (AID 493036) | agonist mode | activation, % at 20 µM | 0.17% of 330,000 active | P30989;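 active means activation at or above 40% of the spot to cytoplasm intensity ratio, with at least 20 cells analyzed; inconclusive means wells under 20 cells, flagged as cytotoxic or low count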;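 further: 0% = DMSO without peptide and 100% = 100 nM NTR1 peptide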
Target sequence (P30989 whole entry, looked up): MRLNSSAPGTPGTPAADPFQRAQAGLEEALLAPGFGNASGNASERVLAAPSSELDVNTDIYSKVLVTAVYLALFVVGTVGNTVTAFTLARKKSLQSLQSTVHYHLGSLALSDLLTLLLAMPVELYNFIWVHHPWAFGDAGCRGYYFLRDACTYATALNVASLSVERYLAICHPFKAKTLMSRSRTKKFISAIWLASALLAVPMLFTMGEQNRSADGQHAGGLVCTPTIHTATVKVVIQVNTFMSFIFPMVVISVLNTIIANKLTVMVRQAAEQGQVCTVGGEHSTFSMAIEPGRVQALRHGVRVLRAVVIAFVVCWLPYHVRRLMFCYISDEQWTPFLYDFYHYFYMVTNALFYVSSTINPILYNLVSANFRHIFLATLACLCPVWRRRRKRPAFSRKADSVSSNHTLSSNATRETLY
Salmonella PhoP GFP: PhoP-dependent GFP reporter repression – Salmonella Typhimurium, primary screen (AID 1863); S. Typhimurium PhoP-regulated promoter GFP reporter, 4 h; higher % means a stronger effect; inhibition, % at 50 µM, or IC50 in µM where a hit was titrated; 0.16% of 300,000 active;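 active means inhibition over 29.93%, a cutoff 3 SD above the screen mean, later confirmed by dose response; inconclusive means inhibition over 29.93% but no dose response follow-up; inactive means inhibition at most 29.93% or unconfirmed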;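 further: 0% = low Mg2+ inducing control and 100% = high Mg2+ repressing control; strong numbers were not always called active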
TNAP activation fold: human TNAP enzyme activators, primary screen, biochemical, luminescent, no phosphate acceptor, uHTS (AID 1001); 0.03% of 200,000 active; purified TNAP, luminescent activation assay, no phosphate acceptor; higher activation fold means a stronger effect; activation fold at 20 µM; hits with a dose series show EC50 in µM; in the data active means activation fold from about 3, or a potency from the dose series; inactive means the rest, 99 in 100 with activation fold below about 1.6; further: many of its hits are not listed in these tables
K1F lysis inhibition: protection from phage-mediated lysis, alamar blue read-out – E. coli UTI89, K1F phage, bacterial capsule biogenesis inhibitors (AID 488966); E. coli UTI89 K1F phage lysis, alamar blue, 2 h; higher % means a stronger effect; inhibition, % at 100 µM, or IC50 in µM where a hit was titrated; 0.02% of 340,000 active;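 active means phage lysis inhibition, versus mean bacterial control, above a set limit; inconclusive means no clear call, values can overlap the other calls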;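 further: capsule biogenesis inhibitors block K1F phage lysis so surviving cells raise fluorescence; higher fluorescence means more inhibition of phage lysis; actives were called in the ten point dose series up to 300 µM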
Rac1 GTP hydrolysis: MgcRacGAP GTPase-activating activity inhibitors, confirmation, biochemical, ADP Hunter fluorescence. MgcRacGAP-stimulated Rac1 GTP hydrolysis, ADP Hunter fluorescence; higher % means a stronger effect; GST-tagged Rac1 F28L mutant substrate. 0.6% of 340,000 active. inhibition, % at 30 µM, or IC50 in µM where a hit was titrated;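 active means first-screen hits whose inhibition reached a set limit at any dose in the follow-up dose series; inconclusive means inhibition above the set first-screen limit but never retested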;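 further: fluorescence reports GDP produced by GAP-driven GTP hydrolysis; strong numbers were not always called active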
T cell modulator: T cell immune modulation candidate; 2C CD8+ T cell-vesicle binding, flow cytometry; stronger effect = lower value; calls only at 7 µM; 0.068% of 330,000 active; AID 2052;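 active means response, share of CD8 T cells binding vesicles, and their 90th percentile fluorescence all below set limits, cut at about 80% in these data, passing the limit was not always enough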
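Assay system: 2C TCR transgenic mouse naive CD8+ T cells, MACS-purified | Read-out: CD8+ gate FL2 mean fluorescence as % of same-row positive control | Signal: High-throughput flow cytometry with anti-B7-1 and anti-CD8 staining | Timing: Binding step 1.5 h, 37 °C, antibody labelling 20 min, ice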
T cell modulator vesicle-bound %: further read-out of T cell modulator, marked with its call; double positive events, %; measured here: CD8+ vesicle-bound cell fraction;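 binding gate set so that unloaded-vesicle control wells show 10% double positive cells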
NTR1 ag cell count 20 µM: second read-out of NTR1 ag, no call of its own (marks repeat the call); cell count; measured here: cell count, cytotoxicity flag
Myeloid diff 2 GFP+ MAC1+ %: also measured in Myeloid diff 2; calls as there; GFP+ MAC1+ double positive, %; measured here: differentiation confirmed by MAC1 staining
* hit, by the source's call; [ ] = another dose, or the depositor's remark. The order is random, and some 2.3% of all compounds hit somewhere here.

CC1=NN(c2ccccc2)C(=O)/C1=C/c1cccs1 was read as RSV CPE inhibition 3.5%, Myeloid diff 2 inactive, SV40 large T antigen 22%, NTR1 ag 1.4, Salmonella PhoP GFP 5%, TNAP activation fold 1, K1F lysis inhibition 0.0%, Rac1 GTP hydrolysis inconclusive, T cell modulator inactive, T cell modulator vesicle-bound % 43, NTR1 ag cell count 20 µM 46 and Myeloid diff 2 GFP+ MAC1+ % 1.0.
For CSCC[C@H](NC(=O)OC(C)(C)C)C(=O)N/N=C/c1cc2ccc(C)cc2nc1Cl the results were RSV CPE inhibition 7.5%, Myeloid diff 2 inactive, SV40 large T antigen 6%, NTR1 ag 9.2, Salmonella PhoP GFP -28%, TNAP activation fold 1.1, K1F lysis inhibition 1.3%, Rac1 GTP hydrolysis 7%, T cell modulator inactive, T cell modulator vesicle-bound % 32, NTR1 ag cell count 20 µM 51 and Myeloid diff 2 GFP+ MAC1+ % 0.8.
CC(=O)c1ccc(NC(=O)CSC2=NS(=O)(=O)c3cc(Cl)ccc3N2)cc1 was read as RSV CPE inhibition 2.0%, Myeloid diff 2 inactive, SV40 large T antigen 6%, NTR1 ag -0.4, Salmonella PhoP GFP -4%, K1F lysis inhibition 1.7%[50 µM], Rac1 GTP hydrolysis 5%, T cell modulator inactive, T cell modulator vesicle-bound % 36, NTR1 ag cell count 20 µM 67 and Myeloid diff 2 GFP+ MAC1+ % 0.9.
For O=C(NCc1cnn(-c2ccccc2)c1)C1CCC(=O)N(C2CC2)C1 (stereo not given) the results were RSV CPE inhibition 0.7%, Myeloid diff 2 inactive, SV40 large T antigen 15%, NTR1 ag 1.7, Salmonella PhoP GFP -4%, K1F lysis inhibition 0.0%, Rac1 GTP hydrolysis 7%, T cell modulator inactive, T cell modulator vesicle-bound % 68, NTR1 ag cell count 20 µM 64 and Myeloid diff 2 GFP+ MAC1+ % 5.4.
`CC(C)NC(=O)c1nc2ccccc2s1` gave RSV CPE inhibition 0.5%, Myeloid diff 2 inactive, SV40 large T antigen -1%, NTR1 ag -0.2, Salmonella PhoP GFP 7%, TNAP activation fold 1.1, K1F lysis inhibition 0.1%, Rac1 GTP hydrolysis 4%, T cell modulator inactive, T cell modulator vesicle-bound % 41, NTR1 ag cell count 20 µM 55 and Myeloid diff 2 GFP+ MAC1+ % 0.8.
CCNC(=S)Nn1cnc2ccccc21 was read as RSV CPE inhibition -1.3%, Myeloid diff 2 inactive, SV40 large T antigen 13%, NTR1 ag 1.0, Salmonella PhoP GFP 3%, K1F lysis inhibition 1.4%[50 µM], Rac1 GTP hydrolysis 7%, T cell modulator inactive, T cell modulator vesicle-bound % 32, NTR1 ag cell count 20 µM 54 and Myeloid diff 2 GFP+ MAC1+ % 0.4.
Screening CCOP(=O)(OCC)C1NC(=O)N(c2ccccc2)C1=O (stereo not given) returned RSV CPE inhibition 1.0%, Myeloid diff 2 inactive, SV40 large T antigen 17%, NTR1 ag 1.4, Salmonella PhoP GFP 4%, K1F lysis inhibition 0.1%, Rac1 GTP hydrolysis -3%, T cell modulator inactive, T cell modulator vesicle-bound % 15, NTR1 ag cell count 20 µM 52 and Myeloid diff 2 GFP+ MAC1+ % 1.6.
For O=C(N/C(=C/c1ccc([N+](=O)[O-])cc1)C(=O)N1CCCC1)c1ccccc1 the results were RSV CPE inhibition 0.1%, Myeloid diff 2 inactive, SV40 large T antigen 22%, NTR1 ag -0.3, Salmonella PhoP GFP -2%, K1F lysis inhibition 0.1%, Rac1 GTP hydrolysis 8%, T cell modulator inactive, T cell modulator vesicle-bound % 30, NTR1 ag cell count 20 µM 35 and Myeloid diff 2 GFP+ MAC1+ % 0.7.
COc1ccc(O)c(/C=N/Nc2nc(C)cc(-c3ccccc3)n2)c1 was read as RSV CPE inhibition 59%, Myeloid diff 2 inactive, SV40 large T antigen 16%, NTR1 ag 22, K1F lysis inhibition -0.2%, Rac1 GTP hydrolysis 3%, T cell modulator inactive, T cell modulator vesicle-bound % 58, NTR1 ag cell count 20 µM 50 and Myeloid diff 2 GFP+ MAC1+ % 0.4.
Screening Nc1nonc1-n1nnc(C(=O)N/N=C/c2ccncc2)c1CSc1ccc(Cl)cc1 returned RSV CPE inhibition 0.5%, Myeloid diff 2 inactive, SV40 large T antigen 11%, NTR1 ag 5.7, Salmonella PhoP GFP 7%, K1F lysis inhibition -0.2%, Rac1 GTP hydrolysis -37%, T cell modulator inactive, T cell modulator vesicle-bound % 11, NTR1 ag cell count 20 µM 82 and Myeloid diff 2 GFP+ MAC1+ % 1.8.
For CCC(=O)c1ccc(OCC(=O)NCC2COc3ccccc3O2)cc1 (stereo not given) the results were RSV CPE inhibition 1.2%, Myeloid diff 2 inactive, NTR1 ag -2.6, K1F lysis inhibition 0.5%[50 µM], Rac1 GTP hydrolysis 5%, T cell modulator inactive, T cell modulator vesicle-bound % 41, NTR1 ag cell count 20 µM 54 and Myeloid diff 2 GFP+ MAC1+ % 0.4.
Screening Brc1ccc(/C=N/Nc2nc3ccccc3o2)cc1 returned RSV CPE inhibition 2.3%, Myeloid diff 2 inactive, SV40 large T antigen 5%, NTR1 ag 0.1, Salmonella PhoP GFP 12%, K1F lysis inhibition 0.0%, Rac1 GTP hydrolysis 9%, T cell modulator inactive, T cell modulator vesicle-bound % 61, NTR1 ag cell count 20 µM 96 and Myeloid diff 2 GFP+ MAC1+ % 0.4.
`CC(Cc1c[nH]c2ccccc12)C(=O)N1CCN(c2ccccc2F)CC1` (stereo not given) gave RSV CPE inhibition 0.7%, Myeloid diff 2 inactive, SV40 large T antigen 4%, NTR1 ag 0.1, Salmonella PhoP GFP 9%, K1F lysis inhibition -0.2%, T cell modulator inactive, T cell modulator vesicle-bound % 57, NTR1 ag cell count 20 µM 72 and Myeloid diff 2 GFP+ MAC1+ % 1.3.
O=[N+]([O-])c1ccccc1S(=O)(=O)Nc1ccc(S(=O)(=O)Nc2nccs2)cc1 was read as RSV CPE inhibition 0.9%, Myeloid diff 2 inactive, SV40 large T antigen 5%, NTR1 ag 0.6, Salmonella PhoP GFP 0%, K1F lysis inhibition -0.1%, Rac1 GTP hydrolysis 4%, T cell modulator inactive, T cell modulator vesicle-bound % 50, NTR1 ag cell count 20 µM 48 and Myeloid diff 2 GFP+ MAC1+ % 3.6.
Screening COc1ccc(S(=O)(=O)NC(C)C)cc1C(=O)N1CCOCC1 returned RSV CPE inhibition 1.8%, Myeloid diff 2 inactive, SV40 large T antigen 8%, NTR1 ag 2.6, Salmonella PhoP GFP -7%, TNAP activation fold 1, K1F lysis inhibition 0.2%, Rac1 GTP hydrolysis 6%, T cell modulator inactive, T cell modulator vesicle-bound % 62, NTR1 ag cell count 20 µM 57 and Myeloid diff 2 GFP+ MAC1+ % 0.3.
Screening COC(=O)c1ccc(C(=O)Nc2ccc(F)cc2)cc1 returned RSV CPE inhibition 6.6%, Myeloid diff 2 inactive, SV40 large T antigen 6%, NTR1 ag -1.8, K1F lysis inhibition 1.0%, Rac1 GTP hydrolysis 10%, T cell modulator inactive, T cell modulator vesicle-bound % 10, NTR1 ag cell count 20 µM 76 and Myeloid diff 2 GFP+ MAC1+ % 0.2.
Screening COc1ccc(NC(=O)CC2C(=O)NC3CCCCC3N2C(=O)c2ccc(F)cc2)cc1 (stereo not given) returned RSV CPE inhibition 0.3%, Myeloid diff 2 inconclusive, SV40 large T antigen -3%, NTR1 ag 1.6, Salmonella PhoP GFP 11%, K1F lysis inhibition 1.0%, Rac1 GTP hydrolysis -5%, T cell modulator inactive, T cell modulator vesicle-bound % 29 and NTR1 ag cell count 20 µM 61.
For CCOc1ccc(OCCCN(C)C)cc1 the results were RSV CPE inhibition -0.7%, Myeloid diff 2 inactive, SV40 large T antigen 6%, NTR1 ag 0.4, Salmonella PhoP GFP 2%, TNAP activation fold 1.1, K1F lysis inhibition 0.0%, Rac1 GTP hydrolysis 13%, T cell modulator inactive, T cell modulator vesicle-bound % 48, NTR1 ag cell count 20 µM 87 and Myeloid diff 2 GFP+ MAC1+ % 0.1.
`CC(C)=CCN1CCN(Cc2coc3ccc(C)cc3c2=O)CC1CCO` (stereo not given) gave RSV CPE inhibition -1.0%, Myeloid diff 2 inactive, SV40 large T antigen 10%, NTR1 ag 0.5, Salmonella PhoP GFP 6%, K1F lysis inhibition -0.3%, Rac1 GTP hydrolysis 17%, T cell modulator inactive, T cell modulator vesicle-bound % 58, NTR1 ag cell count 20 µM 67 and Myeloid diff 2 GFP+ MAC1+ % 0.6.
Cc1cccc(N2C(=O)CCC2=O)c1 was read as RSV CPE inhibition 1.8%, Myeloid diff 2 inactive, SV40 large T antigen 2%, NTR1 ag 0.6, Salmonella PhoP GFP 5%, TNAP activation fold 1.1, K1F lysis inhibition 0.2%, Rac1 GTP hydrolysis 7%, T cell modulator inactive, T cell modulator vesicle-bound % 4, NTR1 ag cell count 20 µM 83 and Myeloid diff 2 GFP+ MAC1+ % 1.2.
For CCCCOc1ccc(CSC(CC(=O)O)C(=O)O)cc1 (stereo not given) the results were RSV CPE inhibition 0.8%, Myeloid diff 2 inactive, SV40 large T antigen 1%, NTR1 ag -0.6, Salmonella PhoP GFP -5%, TNAP activation fold 1, K1F lysis inhibition 1.2%, Rac1 GTP hydrolysis 16%, T cell modulator inactive, T cell modulator vesicle-bound % 18, NTR1 ag cell count 20 µM 44 and Myeloid diff 2 GFP+ MAC1+ % 0.5.
NNC(=O)c1ccc(COc2ccc([N+](=O)[O-])cc2)o1 was read as RSV CPE inhibition 2.5%, Myeloid diff 2 inactive, SV40 large T antigen -6%, NTR1 ag -1.2, Salmonella PhoP GFP 6%, K1F lysis inhibition -0.9%, Rac1 GTP hydrolysis 7%, T cell modulator inactive, T cell modulator vesicle-bound % 20, NTR1 ag cell count 20 µM 51 and Myeloid diff 2 GFP+ MAC1+ % 1.3.
Nc1ccc(N2CCN(C(=O)c3cccs3)CC2)cc1 was read as RSV CPE inhibition -0.2%, SV40 large T antigen 16%, NTR1 ag 0.5, Salmonella PhoP GFP 6%, TNAP activation fold 1.1, K1F lysis inhibition 4.6%, Rac1 GTP hydrolysis 19µM*, T cell modulator inactive, T cell modulator vesicle-bound % 37 and NTR1 ag cell count 20 µM 37.
